AMA1-RON2 inh = inhibitors of Plasmodium falciparum AMA1-RON2 interaction. 360,000 compounds, 0.2% hits. AID 720542. AlphaScreen AMA1-biotinylated RON2 peptide binding. Potency, µM (doses to about 58.2 µM), for inactives: at the highest dose activity change, negative = inhibition, usual class: inhibitors;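 also: potency is read from the fitted curve at half-maximal effect; 0% = vehicle wells and -100% = peptide control; nearly all actives have a fitted effect of over 45% in size; some results filed as inactive show a strong effect at the top dose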
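AMA1 (3D7) with his tag at 25 nM final met compounds first, then biotinylated RON2 peptide at 25 nM; detection used donor plus acceptor beads, 10 µg/mL apiece, read by AlphaScreen after 30 min at room temperature.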
AmpC inh detg = blocks E. coli AmpC beta-lactamase in detergent assay; P00811; AmpC hydrolysis of nitrocefin, absorbance 480 nm, 0.01% Triton; Potency, µM (titrated, usually from 114 µM), for the others: at the top dose activity change, negative = inhibition, actives largely listed as inhibitors; 370,000 compounds, 0.041% hits; AID 485294;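 also: potency is read from the fitted curve at half-maximal effect; 0% = no-compound wells and -100% = no-enzyme wells; nearly all actives have a fitted effect of over 25% in size; some results filed as inactive show a strong effect at the top dose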
Target sequence (P00811 whole entry, looked up): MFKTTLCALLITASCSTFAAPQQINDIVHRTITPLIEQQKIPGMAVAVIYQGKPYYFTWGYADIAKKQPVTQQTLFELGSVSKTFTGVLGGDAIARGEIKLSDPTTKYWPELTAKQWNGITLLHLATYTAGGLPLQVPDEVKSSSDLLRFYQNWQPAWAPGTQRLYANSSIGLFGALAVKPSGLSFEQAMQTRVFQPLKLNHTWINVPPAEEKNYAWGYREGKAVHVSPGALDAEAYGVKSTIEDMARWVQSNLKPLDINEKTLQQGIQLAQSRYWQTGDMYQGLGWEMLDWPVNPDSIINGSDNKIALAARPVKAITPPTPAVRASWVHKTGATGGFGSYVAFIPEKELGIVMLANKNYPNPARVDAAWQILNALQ
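20 mM phosphate pH 7.0 + 0.01% (detergent screen) or 0.0001% Triton X-100; 5.3 nM AmpC reagent; cpd preinc 15 min RT; nitrocefin (800 uM stock) to start; A480 q20 s × 4 min; Activity was normalised to no-enzyme and no-compound control wells.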
HCMV antiviral = inhibitors of human cytomegalovirus. HFF cells, HCMV-luciferase reporter, 72 h; stronger effect = lower value. activity change, negative = inhibition, % at 57.5 µM. AID 1259415. 410,000 compounds, 4.5% hits; in the data active = activity change below about -60%; inconclusive = no clear call, values can overlap the other calls; inactive = above about -39%; also: % is scaled to controls: 0 for no effect and ±100 for the full control effect
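After 16 h attachment at 37C, HFF cells received test compound and HCMV-luciferase (1 PFU/cell); reporter luminescence read 72 h later, data normalized against buffer-only and known inhibitor Salinomycin.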
Giardia FBPA inh = Giardia lamblia aldolase inhibition; purified Giardia FBPA; 290,000 compounds, 0.71% hits; A8B2U2; Potency, µM (titrated, usually from 59.6 µM), without a hit: top-dose activity, negative = inhibition, usual class: inhibitors; also: potency is read from the fitted curve at half-maximal effect; % is scaled to controls: 0 for no effect and ±100 for the full control effect; nearly all actives have a fitted effect of over 55% in size
Target sequence (A8B2U2 whole entry, looked up): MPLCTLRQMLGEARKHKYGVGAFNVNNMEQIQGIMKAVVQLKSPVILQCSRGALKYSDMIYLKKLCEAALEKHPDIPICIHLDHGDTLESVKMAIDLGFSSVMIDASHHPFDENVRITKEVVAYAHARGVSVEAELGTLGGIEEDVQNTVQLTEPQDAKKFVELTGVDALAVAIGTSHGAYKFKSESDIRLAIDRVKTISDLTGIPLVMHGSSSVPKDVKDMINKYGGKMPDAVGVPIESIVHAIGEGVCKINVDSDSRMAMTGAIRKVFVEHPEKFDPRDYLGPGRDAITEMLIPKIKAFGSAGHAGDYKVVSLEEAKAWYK
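Giardia FBPA (40 nM reagent) was preincubated 10 min at RT with compound (up to 57.5 uM final), then substrate plus GAPDH/TPI/NAD/arsenate coupling system with diaphorase/resazurin was added; resorufin fluorescence (525/598 nm) was read after 20 min.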
Shiga inhibitor = inhibitors of Shiga toxin in Vero cells. Vero cells, Shiga toxin protein synthesis inhibition reporter. inhibition, % at 38.7 µM. 290,000 compounds, 9.2% hits. AID 2315; in the data active = inhibition mostly above about 28%, no sharp cut-off; inactive = mostly below about 43%; also: 0% is about no effect
Cycloheximide cs = counter-screen hit for Shiga toxin inhibitors, cycloheximide; cell reporter, cycloheximide protein synthesis inhibition counterscreen; max response, %; 300,000 compounds, 12% hits; in the data active = max response mostly above about 13%, no sharp cut-off; inactive = mostly below about 14%; also: read at 38.3 µM for the half of the compounds with a filed dose; 0% is about no effect
AmpC no deterg = AmpC beta-lactamase inhibition without detergent | 330,000 compounds, 0.52% hits | Potency, µM (doses to about 57.1 µM), without a hit: top-dose activity change, negative = inhibition, most hits filed as inhibitors | AID 485341 | AmpC nitrocefin hydrolysis, absorbance 480 nm, 0.0001% Triton;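 also: potency is read from the fitted curve at half-maximal effect; plate controls were no compound for no effect and no enzyme for full effect; nearly all actives have a fitted effect of over 20% in size; some results filed as inactive show a strong effect at the top dose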
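20 mM phosphate pH 7.0 + 0.01% (detergent screen) or 0.0001% Triton X-100; 5.3 nM AmpC reagent; cpd preinc 15 min RT; nitrocefin (800 uM stock) to start; A480 q20 s × 4 min; Activity was normalised to no-enzyme and no-compound control wells.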
Numbers without * were called inactive; ? = inconclusive; nt = no result given; [ ] = dose if it differs, or a comment. Unless noted, calls follow the shape of the dose curve; as a rule, active = well fitted curve in the direction sought with a large enough effect; inconclusive = small, poorly fitted or top-dose-only effect, or another doubt; inactive = no such curve, though single readings can be large; an effect the other way counts as inactive or inconclusive.

Start of the listing, in advance, 3 compounds:
item	molecule	AMA1-RON2 inh	AmpC inh detg	HCMV antiviral	Giardia FBPA inh	Shiga inhibitor	Cycloheximide cs	AmpC no deterg
1	CCCC(=O)Nc1ccc(Oc2ccc(NC(=O)CCC)cc2)cc1	-3%	-13%	6	0%	-2	9	-22%
2	CCCN(CC1CCCO1)C(=O)CCc1nnc(-c2cc(C)on2)o1 (stereo not drawn)	11%	8%	-8	2%	51*	16*	-12%
3	O=C(O)CCN1/C(=C/C=Nc2ccccc2)Oc2ccccc21	15%	-15%	16	-19%	4	-2	-18%

The list itself, from the start:
item	molecule	AMA1-RON2 inh	AmpC inh detg	HCMV antiviral	Giardia FBPA inh	Shiga inhibitor	Cycloheximide cs	AmpC no deterg
1	CCCC(=O)Nc1ccc(Oc2ccc(NC(=O)CCC)cc2)cc1	-3%	-13%	6	0%	-2	9	-22%
2	CCCN(CC1CCCO1)C(=O)CCc1nnc(-c2cc(C)on2)o1 (stereo not drawn)	11%	8%	-8	2%	51*	16*	-12%
3	O=C(O)CCN1/C(=C/C=Nc2ccccc2)Oc2ccccc21	15%	-15%	16	-19%	4	-2	-18%
4	COc1cccc(CNC(=O)CCC2CCCN(C(=O)c3ccc(OC)o3)C2)c1 (stereo not drawn)	0%	-5%	-5	17%	60*	22*	47%
5	O=C(Nc1ccc(F)cc1)c1nsc(Cl)c1Cl	12%	4%	94	-2%	68*	29*	-17%
6	COc1ccc(C2COC(=O)C2=N)c(NC(=O)c2ccc(Cl)cc2)c1 (stereo not drawn)	10%	-1%	26	5%	-23	-2	-29%
7	COC(=O)c1ccc(NC(=O)CSc2nnnn2C2CCCCC2)cc1	-10%	-5%	4	7%	-2	4	-19%
8	CCc1ccccc1OCC(=O)Nc1cc(S(=O)(=O)N(CC)CC)ccc1N1CCOCC1	10%	-2%	32	nt	nt	nt	40%
9	COc1ccc(NC(=O)c2ccc(NC(=O)CSc3nc(N)cc(=O)[nH]3)cc2)cc1	-2%	-5%	-6	nt	nt	nt	-33%
10	O=c1cc(CSc2nc3ccccc3c(=O)[nH]2)c2ccc(O)cc2o1	-8%	-1%	11	10%	26	-1	-53%
11	CC(C)c1ccc(NC(=O)NN2CCOCC2)cc1	2%	3%	138	7%	138*	43*	-15%
12	C=CCNc1nc(NCCN2CCOCC2)nc(N2CCOCC2)n1	-6%	-3%	34	-12%	-5	-3	-9%
13	O=C(Nc1ccccc1)C1CCCN1C(=O)NCc1ccccc1 (stereo not drawn)	-3%	-1%	1	8%	-22	-4	1%
14	Cc1nn(CC(=O)Nc2ccncc2)c(C)c1[N+](=O)[O-]	3%	-5%	7	1%	-12	-4	-31%
15	CCc1ccc2[nH]c(=O)c(CN(Cc3ccc4c(c3)OCO4)Cc3nnnn3C3CCCC3)cc2c1	0%	-7%	-4	1%	-12	1	15%
16	CCN(C(=O)COC(=O)c1cncc(Br)c1)C1CCS(=O)(=O)C1 (stereo not drawn)	4%	-4%	46	1%	-5	2	-18%
17	Cc1ccc(C)c(N2CCN(S(=O)(=O)c3cc4c(cc3C)NC(=O)CO4)CC2)c1	-6%	?	13	10%	-1	-2	-26%
18	CCOC(=O)c1ccc(NS(=O)(=O)c2cnc[nH]2)cc1	-10%	0%	27	5%	-11	0	-19%
19	CCN(CC)CCCN=C(C)c1c(O)n(C2CCCCC2)c(=O)[nH]c1=O	0%	1%	-35	0%	-12	5	-22%
20	O=C(CCC(=O)N(CC(=O)NC1CCCC1)Cc1ccc2c(c1)OCO2)Nc1ccccn1	0%	?	6	-4%	-13	-7	3%
21	Cc1cc2cc(CNC(=O)Cc3ccc([N+](=O)[O-])cc3)ccc2n1C	-19%	-9%	-18	-1%	-24	-2	-14%
22	CCCc1cc(NCCCn2ccnc2)n2nc(C)c(-c3ccccc3)c2n1	-11%	8%	?	0%	-6	-7	101%[activator]
23	CCCN(CCO)Cc1cccc(Oc2ccccc2)c1	0%	?	26	-6%	6	3	-3%
24	CCCCCCn1c2c(c(=N)c3c1CCC3)CCC2	19%	-11%	-104*	0%	-6	-1	22%
25	Cc1ccccc1Nc1nc(N)nc(COC(=O)C(NC(=O)c2ccco2)C(C)C)n1 (stereo not drawn)	8%	-1%	53	3%	21	2	1%
26	CCc1ccc(N2CC(C(=O)OCC(=O)NNC(=O)c3ccccc3)CC2=O)cc1 (stereo not drawn)	42%[activator]	?	-24	nt	nt	nt	?
27	Cn1c2c(c(=O)n3ncnc13)CCCC2	-8%	4%	-16	3%	11	-1	-24%
28	CC(C)c1nc(CNC(=O)C2CCC(=O)N(Cc3ccc(Cl)cc3)C2)no1 (stereo not drawn)	18%	3%	-33	nt	-4	-1	36%
29	CCSc1nc(C2CC2)cc(-c2cccs2)c1C#N	64%[activator]	?	-32	7%	10	16*	-22%
30	NC(=O)c1nsc(C(=O)N(CC(=O)NC2CCCCC2)c2cccc(F)c2)c1N	-10%	2%	-2	1%	-6	-4	21%
31	CC(C)(C)C(=O)NNC(=O)c1cc(C(C)(C)C)nn1Cc1ccccc1	-1%	-2%	-31	-2%	-5	-3	13%
32	N#C/C=C(/N)c1ccc(Br)cc1	-8%	4%	-11	2%	5	9	-31%
33	COc1ccc(-n2c(C)cc(C(=O)COC(=O)c3cc(NC(=O)c4cccs4)c(OC)c(OC)c3)c2C)cc1	-2%	-8%	?	10%	17	-1	-23%
34	Cc1cc(C)c2c(=O)n(CC(=O)Nc3cccc(Cl)c3C)sc2n1	2%	-9%	2	-12%	-12	7	13%
35	CNC(=O)C(=O)N/N=C/c1ccc(Br)cc1	3%	2%	9	1%	73	11	-6%
36	COc1ccc(-c2nnc(NC(=O)CSc3ccc(C)cc3)s2)cc1OC	15%	?	-30	-2%	14	-1	-19%
37	CC1(OC(=O)C2CCCC2)C(=O)C=C2C=C(c3ccsc3)N(Cc3ccc4c(c3)OCO4)C=C2C1=O (stereo not drawn)	-10%	2%	5	?	-6	-1	33%
38	COc1ccc2c(c1OC)C(=O)N(c1ccc(C)cc1)C2=O	-17%	1%	-3	3%	15	14	-7%
39	Cc1cc(C)c2cc(C(c3nnnn3CC3CCCO3)N3CCN4CCCC4C3)c(=O)[nH]c2c1 (stereo not drawn)	0%	?	18	-16%	-3	-4	57%
40	COC(=O)c1cc(S(=O)(=O)NCc2cc(OC)c(OC)c(OC)c2)cn1C	-9%	?	-15	2%	-11	-2	-5%
41	O=C(NCc1n[nH]c(=S)n1-c1ccccc1)c1ccc(S(=O)(=O)N2CCCCC2)cc1	42%[activator]	-5%	?	5%	25	13	-27%
42	CC(=O)CCN1CCOCC1	-4%	-8%	58	-14%	-19	5	-12%
43	CCOc1ccccc1Nc1ccc(C(=O)O)cc1[N+](=O)[O-]	-17%	-3%	-31	?	-12	-4	-24%
44	CCOC(=O)c1c(NC(=O)C(NCCN(C)C)c2ccccc2)sc2c1CCCC2 (stereo not drawn)	52%[activator]	-11%	-26	11%	-15	-4	204%[activator]
45	Cc1ccc(C(=O)NC(C)c2ccc3c(c2)OCO3)s1 (stereo not drawn)	11%	2%	-30	-3%	6	7	-17%
46	Cn1c(=O)c(=O)n(C)c2cc(N3CCCC3)c(NS(=O)(=O)c3ccc(Cl)cc3)cc21	-9%	1%	25	?	-9	14	56%
47	COC(=O)C1=C(c2ccccc2OCc2ccccc2)C[C@@H]2CC[C@H]1N2C(=O)NCc1ccc(N(C)C)cc1	?	2%	?	nt	nt	nt	43%
48	CC(C)C(NC(=O)OCc1ccccc1)C(=O)NCC(=O)OC(C)(C)C (stereo not drawn)	10%	-6%	52	6%	12	5	-5%
49	O=C1c2cc([N+](=O)[O-])cc3cc([N+](=O)[O-])cc(c23)C(=O)N1c1ccccn1	-29%	-1%	-14	-22%	-5	-2	-23%
50	CCNC(=S)NC1CC2CCCC(C1)N2Cc1ccco1 (stereo not drawn)	2%	-11%	-23	2%	15	-1	-23%
51	CC(C)(C)C(=O)NNC(=O)C1CC1(c1ccccc1)c1ccccc1 (stereo not drawn)	14%	8%	-7	18%	10	-3	-8%
52	Cc1cccc(C)c1Nc1c(-c2ccsc2)nc2ncccn12	-10%	-13%	21	-2%	12	-3	-13%
53	CCC(=O)NCCSc1c[nH]c2ccccc12	-2%	-13%	56	-1%	14	-3	-14%
54	OCC#Cc1ncc(C(F)(F)F)cc1Cl	-15%	1%	7	5%	18	2	-19%
55	CCCN1C(=O)c2cc(C(=O)Nc3ccccc3OC)ccc2C1Nc1ccccc1OC (stereo not drawn)	3%	-9%	-29	21%	18	-2	73%[activator]
56	CC(C(=O)O)N1C(=O)CSC1=S (stereo not drawn)	10%	-14%	3	-6%	-18	-4	-18%
57	COc1ccc(N2CCCn3c2nc2c3c(=O)n(CCc3ccccc3)c(=O)n2C)cc1	-9%	-3%	-38	0%	5	-3	-2%
58	O=C(c1cccc(S(=O)(=O)NCc2ccccc2)c1)N1CCN(c2ccccc2)CC1	-8%	nt	-29	nt	nt	nt	-6%
59	Cc1cc(C)n(-c2ccc(C(=O)OCC(=O)NC(c3ccccc3)c3ccccc3)cc2)n1	-17%	5%	?	6%	-16	-1	-33%
60	O=C1NC(c2ccccc2)=NC1(NS(=O)(=O)c1ccc(Cl)cc1)C(F)(F)F (stereo not drawn)	24%	?	11	-4%	-7	-8	-21%
61	CCC(Sc1nc2ncccc2[nH]1)C(=O)NC1CCCC1 (stereo not drawn)	0%	-1%	-14	?	-3	12	-13%
62	CCNC(=O)/C(=C\C=C\c1ccccc1)NC(=O)c1ccc(Br)o1	1%	-7%	5	2%	-4	-2	-21%
63	COc1cccc(CN(C)C(=S)Nc2ccc(C)c(C)c2)c1	-2%	6%	?	-6%	-4	4	-31%

Bioassay records deposited in PubChem BioAssay by National Center for Advancing Translational Sciences (NCATS).
